SR-BI uptake up – SR-BI HDL lipid transfer activation; CHO ldlA[mSR-BI] cells, DiI-HDL uptake fluorescence, 3 h; 100 = double the neutral-control signal; activation, % at 12.5 µM; actives 0.096% (n = 320,000); AID 504775;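 active = mean replicate activation of at least 60% and every replicate at or above 60%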;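 note: 0% = median plate neutral-control signal and 100% = twice that signal; values of inactives mirror those of a sister screen read the other way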
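System: LDL receptor-deficient CHO ldlA cells overexpressing murine SR-BI | Timing: 3 h uptake period with compound, 37 °C | Medium: HEPES-buffered (25 mM, pH 7.4) F12 plus 0.5% BSA | Dosing: Single-point compound dose | Signal: Bottom-read fluorescence, 550/595 nm | Read-out: Retained DiI signal reflecting DiI-HDL uptake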
CAL PDZ FP-1 – human CAL PDZ-peptide interaction inhibition | purified CAL PDZ, TMR-peptide fluorescence polarization, 1 h | inhibition, % at 20 µM | actives 0.02% (n = 330,000) | AID 504414;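 active = highest replicate inhibition of at least 40%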;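 note: plate controls were DMSO neutral control wells for no effect and unlabeled competitor peptide control wells for full effect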
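Material: tagged CAL PDZ protein CerCALP, purified; buffer or medium: sodium phosphate/NaCl buffer pH 7.4 with TCEP, IgG, Thesit; also added: fluorescent TMR peptide probe; schedule: 1 h incubation at room temperature before polarization reading; technique: fluorescence polarization from S- and P-plane intensities, G-factor corrected; control set: unlabelled peptide and DMSO controls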
cardiac RTF act – cardiac RTF calcium sensitization; P19429+P45379; IANBD-labeled TnC RTF fluorescence at EC20 calcium; 0% EC20 calcium, 100% full calcium; activation, % at 7.2 µM; actives 0.24% (n = 340,000);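 active = activation above the mean over all tested compounds plus 3 SD, cut at about 30% in these data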;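 note: rise in fluorescence read as greater calcium sensitivity of cardiac thin filaments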
DAGLB inh – diacylglycerol lipase beta (human) inhibition; actives 0.059% (n = 340,000); inhibition, % at 5.17 µM; HEK293T DAGLB membrane lysate, EnzChek fluorogenic substrate; in the data active = inhibition above about 34%;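 note: 0% = enzyme with vehicle and 100% = wells lacking enzyme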
PKA-R2B act – activates the human PKA-R2B holoenzyme complex. activation, % at 11.4 µM. PKA-R2B holoenzyme dissociation, Cy5-IP20 fluorescence polarization; R2B truncated from residue 108, S112A mutant; 0% DMSO only, 100% 113 µM cGMP. actives 0.079% (n = 340,000). P22694+P31323;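 active = activation above a cutoff set at the mean over all compounds plus 3 SD, cut at about 18% in these data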;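 note: higher means more holoenzyme dissociation and a rise in polarization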
Target sequence (P31323 whole entry, looked up, other chains not shown, the tested form may be a part): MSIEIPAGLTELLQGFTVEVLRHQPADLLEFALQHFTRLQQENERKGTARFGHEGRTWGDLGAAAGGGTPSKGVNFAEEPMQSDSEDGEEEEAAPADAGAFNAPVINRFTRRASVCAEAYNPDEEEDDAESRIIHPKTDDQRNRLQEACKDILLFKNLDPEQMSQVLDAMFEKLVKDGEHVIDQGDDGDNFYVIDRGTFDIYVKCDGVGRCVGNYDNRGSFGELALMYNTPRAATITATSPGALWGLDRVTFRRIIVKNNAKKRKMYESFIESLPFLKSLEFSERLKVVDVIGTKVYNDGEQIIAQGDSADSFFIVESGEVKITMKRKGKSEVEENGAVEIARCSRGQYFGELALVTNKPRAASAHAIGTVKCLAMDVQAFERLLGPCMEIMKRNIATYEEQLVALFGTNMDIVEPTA
Rtt109 HAT inh – inhibitors of Candida albicans Rtt109/Vps75 histone acetyltransferase. inhibition, % at 34.9 µM. AID 540336. actives 0.16% (n = 330,000). purified Rtt109/Vps75, ThioGlo CoA-SH fluorescence, 4 h;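 active = inhibition of at least 50% in every replicate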
CAL PDZ FP-2 – inhibitors of human CAL PDZ peptide binding; purified CAL PDZ, TMR-peptide fluorescence polarization, 1 h; inhibition, % at 24.9 µM; actives 0.92% (n = 300,000); AID 602252;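 active = mean inhibition of at least 30% with at least half of replicates also reaching 30%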;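 note: 0% = DMSO neutral control and 100% = excess unlabeled competitor peptide PRC23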
Cardiac RTF inh – cardiac RTF calcium desensitization; actives 0.12% (n = 340,000); P19429+P45379; IANBD-labeled cardiac RTF, Ca2+ fluorescence; inhibition, % at 7.15 µM; AID 493244;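 active = inhibition above the mean inhibition of all tested compounds plus 3 SD, cut at about 17% in these data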;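 note: assay run at fixed EC70 calcium of 1.6 mM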
C-LANA FP – KSHV C-LANA DNA binding inhibition; MBP-C-LANA/FAM-LBS DNA binding, fluorescence polarization; inhibition, % at 9 µM; actives 0.078% (n = 340,000);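 active = highest replicate inhibition at or above 60% at 9 µM, even if other replicates fall short; inactive = all replicates below 60% inhibition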;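 note: 0% = neutral control wells and 100% = 4 µM acridine orange control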
Keap1-Nrf2 PPI – Keap1-Nrf2 (human) interaction inhibition; AID 504523; Q14145; actives 0.15% (n = 340,000); inhibition, % at 9.4 µM; Keap1 Kelch-Nrf2 peptide fluorescence polarization, 1536-well; in the data active = inhibition above about 12%;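 note: human Keap1 Kelch domain with fluorescein labeled Nrf2 9mer peptide probe; 0% = neutral control wells and 100% = peptide positive control; higher means more block of Keap1 binding to Nrf2 peptide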
Target sequence (Q14145 whole entry, looked up, the tested form may be a part): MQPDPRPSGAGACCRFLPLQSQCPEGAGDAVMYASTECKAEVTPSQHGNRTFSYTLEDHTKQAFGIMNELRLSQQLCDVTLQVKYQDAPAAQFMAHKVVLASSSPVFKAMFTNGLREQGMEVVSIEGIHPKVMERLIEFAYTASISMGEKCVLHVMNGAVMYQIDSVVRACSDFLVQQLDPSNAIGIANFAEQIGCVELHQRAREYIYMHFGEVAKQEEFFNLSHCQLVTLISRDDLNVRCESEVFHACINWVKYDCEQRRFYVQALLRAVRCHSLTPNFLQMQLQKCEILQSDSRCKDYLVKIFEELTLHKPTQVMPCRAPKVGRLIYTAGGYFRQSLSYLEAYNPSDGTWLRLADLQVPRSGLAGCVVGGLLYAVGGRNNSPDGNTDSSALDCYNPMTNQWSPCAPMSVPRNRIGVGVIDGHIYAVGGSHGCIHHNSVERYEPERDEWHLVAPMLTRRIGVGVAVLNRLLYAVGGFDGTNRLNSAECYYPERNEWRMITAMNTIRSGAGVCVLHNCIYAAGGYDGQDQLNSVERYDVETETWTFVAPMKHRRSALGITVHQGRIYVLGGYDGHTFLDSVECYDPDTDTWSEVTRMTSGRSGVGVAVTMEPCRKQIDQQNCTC
* marks the source's active call; other numbers are inactive results; · = no result given. An unsorted share of the library; 1.6% or so of the library scored in one or more.

| Molecule | C-LANA FP | PKA-R2B act | SR-BI uptake up | Keap1-Nrf2 PPI | cardiac RTF act | CAL PDZ FP-1 | CAL PDZ FP-2 | DAGLB inh | Rtt109 HAT inh | Cardiac RTF inh |
| --- | --- | --- | --- | --- | --- | --- | --- | --- | --- | --- |
| COC(=O)c1cnn(-c2ccc(F)cc2F)c1/C=N/NC(=S)NC(C)(C)C | 0.3 | 1 | -25 | 1 | 5 | -1.0 | 3 | -2 | 5 | -1 |
| CCc1cccc(NC(=S)Nc2ccc(CN3CCOCC3)cc2)c1 | 0.1 | -4 | · | -5 | -1 | -1.7 | -1 | 2 | -2 | -9 |
| CC(C)OC(=O)CSc1nc(N2CCOCC2)c2c(c1C#N)CC(C)(C)OC2 | 0.4 | 4 | -1 | -1 | 0 | -0.3 | -7 | 3 | -5 | 4 |
| CC(=O)Nc1cccc(C(=O)O)n1 | 0.1 | -2 | 15 | 2 | -6 | -1.5 | 0 | 1 | -8 | 6 |
| CC(C)Cc1nn2c(=O)cc(CSCC(=O)Nc3ccccc3F)nc2s1 | 1.1 | -2 | 14 | -3 | 3 | -1.3 | -4 | -1 | -5 | 3 |
| CCOC(=O)Cn1nc(C)c(NC(=O)COc2ccc([N+](=O)[O-])cc2)c1C | 0.2 | 7 | 10 | 2 | -9 | -2.2 | 1 | -2 | -4 | 12 |
| N#Cc1c(-c2ccccc2)c(C#N)c2nc3ccccc3n2c1N | 4.5 | -7 | 0 | 1 | 10 | -2.8 | -2 | -1 | 3 | -9 |
| CN(C)c1cccc(NC(=O)Cc2ccc(F)cc2)c1 | -1.0 | -3 | -17 | -1 | -1 | 0.3 | 4 | -4 | 2 | -4 |
| COc1ccc(S(=O)(=O)NNc2nc(C)cc(C)n2)cc1[N+](=O)[O-] | -0.9 | -1 | -4 | -3 | -2 | 0.8 | -3 | -1 | -1 | -7 |
| COc1ccc2c(CC(=O)Nc3cccc(S(=O)(=O)N4CCOCC4)c3)coc2c1 | -1.5 | -1 | -47 | -5 | 2 | 0.0 | -4 | 1 | 11 | -4 |
| N#Cc1cnn(-c2cccc(Cl)c2)c1-n1cccc1 | 1.7 | -4 | -11 | -4 | 5 | 0.4 | -3 | -2 | -3 | 1 |
| CON/C=C(\C=Nc1ccc(Cl)cc1Cl)c1ncc(C(F)(F)F)cc1Cl | 1.4 | -9 | -36 | -2 | -3 | -2.2 | -3 | -1 | 2 | 0 |
| Cc1ccc(C(=O)Nc2ccc(S(=O)(=O)N3CCN(C)CC3)cc2)cc1 | -1.2 | 1 | -19 | -1 | 9 | -0.3 | -1 | -2 | -2 | 0 |
| CCn1c(CC(=O)Nc2ccccc2Cl)nnc1SCC(=O)NC1CCCC1 | -0.4 | 7 | · | 6 | -3 | -0.9 | 0 | -2 | 5 | 7 |
| CC(C)(C)Nc1nc2nonc2nc1NC(C)(C)C | -0.1 | 7 | -6 | 2 | 2 | -0.2 | 0 | -1 | -6 | -2 |
| O=c1[nH]nc2c3ccccc3cnn12 | -0.1 | -2 | · | 1 | 2 | -1.0 | -3 | -3 | 9 | -4 |
| CCc1ccc(C(=O)CSc2nnc(C)c(=O)[nH]2)cc1 | 0.7 | -2 | 16 | 1 | 3 | -2.0 | 2 | 5 | -10 | 11 |
| COc1ccc(C)cc1NC(=O)C(Sc1nnc(Nc2cc(C)ccc2OC)s1)c1ccccc1 (stereo not drawn) | -2.4 | 5 | -50 | 4 | -7 | -0.1 | -7 | 2 | -1 | -1 |
| COc1ccccc1C(=O)COC(=O)C(CCSC)NC(=O)COc1ccccc1 (stereo not drawn) | -0.5 | -9 | -41 | -7 | -2 | -2.0 | 0 | -4 | -2 | -16 |
| CCn1c(SCC(=O)NCc2ccccc2)nnc1-c1ccccc1O | 0.8 | -1 | 12 | -1 | -4 | 0.5 | -5 | -1 | -3 | 4 |
| OCCN=Cc1c(O)[nH]c2ccccc12 | 0.5 | -1 | 16 | 0 | 1 | -0.7 | 4 | -2 | -2 | -10 |
| O=C(Nc1ccc([N+](=O)[O-])cc1)c1cc(Cl)sc1Cl | 0.3 | -6 | -38 | 1 | -4 | -3.5 | 1 | -3 | -17 | 4 |
| Cc1ccc(OC(=O)c2cccc(S(=O)(=O)N3CCCC3)c2)c(-n2nc3ccccc3n2)c1 | 1.6 | -8 | 6 | 2 | -3 | -0.7 | -3 | -7 | -2 | -1 |
| COc1ccc(OCC(=O)OCC(=O)NC2CCCC2)cc1 | -3.9 | -3 | 15 | -4 | -2 | · | -4 | -2 | -8 | 0 |
| O=C(Oc1ccc(OC(=O)c2ccncc2)cc1)c1ccncc1 | 0.8 | 1 | · | -3 | 6 | -0.3 | -4 | -3 | 4 | -7 |
| CN(CC(=O)Nc1ccc(Cl)c(C(F)(F)F)c1)C(=O)c1cccc2cccnc12 | -0.2 | -11 | -4 | 1 | -5 | -1.8 | -3 | -4 | 0 | 1 |
| COc1ccc(-n2nc(C(=O)Nc3nc4ccc(OC)cc4s3)c3ccccc3c2=O)cc1 | -0.4 | 5 | -33 | -4 | -4 | 0.0 | -2 | -5 | -3 | 1 |
| CCOC(=O)c1cc(-c2ccccc2C)n(CC2CC(c3ccc(OC)cc3)=NO2)n1 (stereo not drawn) | -1.3 | -11 | -48 | 2 | -3 | 0.0 | -4 | -2 | 11 | -8 |
| CCOc1ccc(CCNC(=O)C2CCCN(c3nnc(-n4cccc4)s3)C2)cc1OCC (stereo not drawn) | 1.7 | -3 | -30 | -2 | -2 | -0.4 | -3 | -1 | 3 | -9 |
| COCCN1C(=O)C(=O)/C(=C(/O)c2cccc(S(=O)(=O)N(C)C)c2)C12C(=O)N(C)c1ccccc12 (stereo not drawn) | 0.5 | -6 | 13 | 1 | 0 | 0.2 | 0 | 2 | -2 | -15 |
| CCn1c(SCC(=O)Nc2cccc(F)c2)nc2c(c1=O)SC(C)C2 (stereo not drawn) | -0.1 | -8 | -17 | 6 | 3 | -2.2 | · | 2 | -2 | -8 |
| CC(C)C(C(=O)O)N1C(=O)/C(=C/C=C/c2ccco2)SC1=S (stereo not drawn) | 107* | 0 | 29 | 13* | -39 | 0.6 | -2 | 7 | 5 | 83* |
| O=C(c1ccc(=O)oc1)N1CCC(C(O)(c2ccccc2)c2ccccc2)CC1 | 1.2 | 0 | 3 | -3 | -5 | -0.6 | · | -3 | 1 | 5 |
| CC(=O)c1cccc(NC(=O)COc2cc3oc(=O)c(CC(C)O)c(C)c3cc2Cl)c1 (stereo not drawn) | -0.4 | -8 | -63 | 1 | -2 | -4.9 | 2 | -3 | 15 | -7 |
| CCOC(=O)C1(Cc2ccccc2Cl)CCN(S(C)(=O)=O)CC1 | -0.1 | -20 | 5 | 1 | -1 | -0.4 | -4 | -4 | -3 | -4 |
| C#CCOCCOCCOCCNc1nc(N2CCN(C(=O)CCCCCCCCCCNC(=O)Cn3cc(C[C@@H](C)O)nn3)CC2)nc(N2CCN(C(=O)CCCCCCCCCCNC(=O)[C@@H](CCC(=O)O)n3cc(CCCCCN)nn3)CC2)n1 | 2.2 | -20 | 10 | -10 | 0 | -0.2 | -3 | 2 | 16 | 2 |
| COc1cc(C(C)=O)ccc1COc1ccc(C(=O)O)cc1OC | -2.6 | -5 | 32 | 3 | -1 | -1.0 | -5 | -1 | -4 | 4 |
| COc1ccc(NC(=O)c2ccc(Cl)c(S(=O)(=O)NCC3CCCO3)c2)c(OC)c1 (stereo not drawn) | -1.1 | 1 | -24 | -5 | 0 | -2.7 | 6 | 0 | 3 | 5 |
| CCOc1ncccc1C(=O)Nc1cccc(-c2nnc3n2CCCCC3)c1 | 0.7 | -15 | 1 | -6 | 4 | 0.6 | -4 | -2 | 5 | -3 |
| O=C(COC(=O)CSc1ccccc1)NNC(=O)c1ccc([N+](=O)[O-])cc1 | 0.2 | 14 | 10 | -6 | -5 | 0.6 | 4 | 0 | -1 | -4 |

Arranged by value in Keap1-Nrf2 PPI (low to high): some entries from above
smiles	Keap1-Nrf2 PPI
CCc1cccc(NC(=S)Nc2ccc(CN3CCOCC3)cc2)c1	-5
Cc1ccc(C(=O)Nc2ccc(S(=O)(=O)N3CCN(C)CC3)cc2)cc1	-1
COC(=O)c1cnn(-c2ccc(F)cc2F)c1/C=N/NC(=S)NC(C)(C)C	1

Going on with the list:
| Molecule | C-LANA FP | PKA-R2B act | SR-BI uptake up | Keap1-Nrf2 PPI | cardiac RTF act | CAL PDZ FP-1 | CAL PDZ FP-2 | DAGLB inh | Rtt109 HAT inh | Cardiac RTF inh |
| --- | --- | --- | --- | --- | --- | --- | --- | --- | --- | --- |
| O=C(CCCOc1ccc(Cl)cc1Cl)n1nnc2ccccc21 | -1.2 | -16 | 12 | -6 | -2 | -2.1 | -2 | 2 | · | 14 |
| COc1cc(/C=C/C(=O)c2ccc(F)cc2)cc(OC)c1OC | -3.2 | -7 | -17 | -6 | 0 | 0.3 | -10 | 1 | -4 | 12 |
| COc1ccc(NC(=O)N2CCCC2C(=O)Nc2ccccc2F)cc1 (stereo not drawn) | 0.2 | -23 | · | -2 | 5 | -2.7 | 4 | -2 | 0 | -4 |
| CCC(=O)Nc1nc(C)c(C(=O)NC2CCCCC2)s1 | -1.5 | -1 | 19 | 2 | -2 | -1.5 | -6 | 2 | 5 | 2 |
| Cc1cc(C(=O)O)cc(S(=O)(=O)Nc2ccccc2C(=O)NC(C)c2ccccc2)c1C (stereo not drawn) | 0.6 | 2 | 7 | 3 | 3 | -3.5 | -5 | 2 | 2 | -4 |
| CN(C(=S)NC(=O)Cc1ccccc1)c1ccccc1 | 0.2 | -2 | · | 3 | 4 | -5.4 | 3 | -1 | -2 | -5 |
| COc1cccc(-c2csc(N3CCN(C(=O)Nc4ccc(F)cc4)CC3)n2)c1 | 0.2 | -15 | -29 | 1 | -6 | 1.2 | 8 | -2 | -2 | 13 |
| Cn1c(SCc2c(Cl)cccc2Cl)nnc1-c1cccs1 | -1.7 | 10 | -47 | -2 | 1 | -1.5 | -1 | -4 | -4 | -6 |
| Cc1ccc2cc(C3CC(c4ccco4)=NN3C(=O)CCCC(=O)O)c(Cl)nc2c1 (stereo not drawn) | -0.8 | -1 | · | 2 | 1 | -1.3 | 6 | 0 | -6 | -13 |
| CC(C)C[C@@H](CSc1ccccc1)N1CCN(C)CCC1=O | 0.1 | -3 | 37 | 2 | -7 | 0.3 | 1 | 2 | -3 | -4 |
| Cc1oc2ccc(OC(=O)c3cccs3)cc2c1C(=O)OC(C)C | -2.2 | 6 | 8 | 0 | -2 | -0.4 | 1 | -25 | -1 | -7 |
| COC(=O)C1CCN(C(=O)NC2CCCCC2)CC1 | 0.9 | 2 | 12 | 0 | 7 | -1.5 | -1 | 2 | -1 | -7 |
| COc1ccc(CCN2C(=NC(C)=O)SC3CS(=O)(=O)CC32)cc1OC (stereo not drawn) | 0.7 | -5 | 2 | 1 | 3 | -0.3 | 4 | -1 | -4 | 0 |

Bioassay records deposited in PubChem by several laboratories.
